Screens: PubChem, Sanford-Burnham Center for Chemical Genomics
TAG inh = inhibitors of triacylglycerol accumulation, primary screen, cell-based, uHTS, fluorescence, H9c2. H9c2 cells, Nile Red lipid (TAG) fluorescence; cells loaded with 200 µM oleic acid. inhibition, % at 12.5 µM. actives 0.66% (n = 230,000). AID 651582, 2012;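 active = pattern-corrected inhibition of lipid staining of at least 50% with the nuclear-stain viability signal not falling by more than 50%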;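 note: 0% = DMSO wells and 100% = triacsin C control wells; some results filed as inactive read as strong as hits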
TAG inh DAPI viability = recorded beside TAG inh, whose call it bears; DAPI nuclei signal change (viability), lower = more cytotoxic, %;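 whole-well DAPI fluorescence read on a plate reader as a viability signal; minus 50 percent equals half of cells still viable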
* hit, by the source's call.

A first look (five entries):
SMILES | TAG inh | TAG inh DAPI viability
O=C(N/N=C1/CN2CCC1CC2)c1cccc(O)c1 | 2.8 | -0.6
CC1CN=C(NCc2ccc(F)cc2)S1 (stereo not given) | 1.1 | 1.8
COc1ccc(-n2c(O)c(C(C)=NCc3ccc4c(c3)OCO4)c(=O)[nH]c2=O)cc1 | 6.9 | -5.1
C=CCSc1nc2c(c(-c3ccsc3)c1C#N)CN(C)CC2 | -3.1 | 2.4
Cc1ccc(-c2nc3ccccc3c(=O)n2-c2cccc(O)c2)cc1 | -15.0 | 13.7

The listing, from the start:
SMILES | TAG inh | TAG inh DAPI viability
O=C(N/N=C1/CN2CCC1CC2)c1cccc(O)c1 | 2.8 | -0.6
CC1CN=C(NCc2ccc(F)cc2)S1 (stereo not given) | 1.1 | 1.8
COc1ccc(-n2c(O)c(C(C)=NCc3ccc4c(c3)OCO4)c(=O)[nH]c2=O)cc1 | 6.9 | -5.1
C=CCSc1nc2c(c(-c3ccsc3)c1C#N)CN(C)CC2 | -3.1 | 2.4
Cc1ccc(-c2nc3ccccc3c(=O)n2-c2cccc(O)c2)cc1 | -15.0 | 13.7
Cc1cccc(-n2c(O)c(C=NCCN3CCCCC3)c(=O)[nH]c2=O)c1 | 7.3 | 3.7
COC(=O)C1=C(c2ccc(-c3ccccc3)c(F)c2)C[C@@H]2CC[C@H]1N2C(=O)NCc1cccc2ccccc12 | 20.7 | -4.8
CN=C1CN(O)C(c2ccccc2)c2cc(Cl)ccc2N1 (stereo not given) | 0.6 | 5.3
COc1cccc(O)c1CN1CCCC(C(=O)c2ccccc2SC)C1 (stereo not given) | -0.3 | 7.3
CC/C(=N\NC(=O)c1ccccc1O)c1c(O)n(Cc2ccccc2)c(=O)[nH]c1=O | -14.8 | 10.8
c1cc2c(cc1[C@H]1OC[C@H]3[C@@H]1CO[C@H]3c1ccc3c(c1)OCO3)OCO2 | 5.0 | -2.5
O=[N+]([O-])NC1=NCCN1Cc1ccc(Cl)nc1 | 1.3 | -1.4
O=[N+]([O-])c1[nH]cnc1Br | 4.7 | -2.2
CC(C)(C)C(=O)N1Cc2cnnn2-c2ccccc2C1C#N (stereo not given) | -2.9 | 3.7
O=c1c2ccccc2nc(/C=C/c2ccc3c(c2)OCO3)n1-c1cccc(O)c1 | -9.3 | 11.9
COc1cc(C(O)CNC(C)C)cc(F)c1OC (stereo not given) | 1.2 | -6.4
COC(=O)C1=C(c2ccccc2OCc2ccccc2)C[C@@H]2CC[C@H]1N2C(=O)NCCc1ccc(F)cc1 | 22.0 | -11.5
CN(C)c1ccc(C=C2C(=O)NC(=S)NC2=O)cc1 | 2.7 | 0.5
COC(=O)C1=C(c2c(C)noc2C)C[C@@H]2CC[C@H]1N2C(=O)NCc1ccco1 | -0.9 | 1.4
CC1=CC(O)C(O)C2(C)C1CC1OC(=O)CC3C(C)C(O)C(=O)C2C13CO (stereo not given) | -18.1 | 6.6

An excerpt of these results, as tab-separated lines.
Structure	TAG inh	TAG inh DAPI viability
CC/C(=N\NC(=O)c1ccccc1O)c1c(O)n(Cc2ccccc2)c(=O)[nH]c1=O	-14.8	10.8
C=CCSc1nc2c(c(-c3ccsc3)c1C#N)CN(C)CC2	-3.1	2.4
COC(=O)C1=C(c2ccc(-c3ccccc3)c(F)c2)C[C@@H]2CC[C@H]1N2C(=O)NCc1cccc2ccccc12	20.7	-4.8
COc1cc(C(O)CNC(C)C)cc(F)c1OC (stereo not given)	1.2	-6.4
O=C(N/N=C1/CN2CCC1CC2)c1cccc(O)c1	2.8	-0.6
Cc1ccc(-c2nc3ccccc3c(=O)n2-c2cccc(O)c2)cc1	-15.0	13.7

More entries follow.
SMILES | TAG inh | TAG inh DAPI viability
O=C1NC(=O)C(=Cc2ccc(OCCOc3ccc([N+](=O)[O-])cc3)cc2)C(=O)N1 | -4.3 | 5.5
CCOC(=O)C1(CCCc2ccccc2)CCN(C2CCCC2)CC1 | -5.1 | 4.1
CC(C)C(NC(=O)C(C(C)C)N(C)C)C(=O)N(C)C(C(=O)N1CCCC1C(=O)N1CCCC1C(=O)NCc1ccccc1)C(C)C (stereo not given) | 39.1 | -44.5
CCN1C(=O)N(CC)C(=O)C2(Cc3ccccc3N3CCN(c4ccccc4)CC32)C1=O (stereo not given) | 1.7 | -3.1
CC1(C)CN=C(NCc2ccccc2)S1 | -15.6 | 16.1
CCN1C[C@]2(C)CC[C@H](O)[C@]34C1[C@H](C[C@H]23)[C@@]1(O)C[C@H](OC)[C@H]2C[C@@H]4[C@@H]1C2O (stereo not given in full) | 10.5 | 2.1
Cc1cccc(-n2c(-c3ccco3)nc3ccccc3c2=O)c1C | -3.7 | -3.6
COc1ccc(CN2C(=O)NC(=O)/C(=C/c3cc(OC)c(OC)c(OC)c3)C2=O)cc1 | 7.0 | -4.4
CC(Cc1ccccc1Sc1ccccc1O)N(C)C (stereo not given) | 15.4 | -9.9
CN(C)c1ccc(/C=C/[N+](=O)[O-])cc1 | 3.8 | 1.7
Cc1ccccc1C1=NCC(=S)Nc2ccc(Cl)cc21 | -19.5 | 7.7
O=c1[nH]c(O)c(/C=C2/C=CC(c3cc(Cl)ccc3Cl)=N2)c(=O)[nH]1 | 6.5 | -8.4
C[N+](C)(C)Cc1ccccc1 | 6.3 | -11.2
COc1ccc(NC(=O)c2cn(CCC#N)nc2-c2ccc([N+](=O)[O-])cc2)cc1 | 2.9 | -13.4
COc1cc2c(cc1OC)-c1c(OC)c(OC)cc3c1[C@H](C2)[N+](C)(C)CC3 | 7.1 | -7.3
C=CCn1c(O)c(C(CC)=Nc2ccc(C(=O)O)cc2)c(=O)[nH]c1=O | 3.4 | 0.2
Cc1nn(Cc2ccccc2Cl)c(Cl)c1C(=O)O | 2.6 | 2.5
O=[N+]([O-])c1ccc(OP(=O)(O)Oc2ccc([N+](=O)[O-])cc2)cc1 | -3.0 | -2.8
COc1ccccc1-n1c(/C=C/c2ccc(O)cc2)nc2ccccc2c1=O | -4.7 | 6.9
c1ccc(C(OCCN2CCNCC2)c2ccccc2)cc1 | 4.6 | -0.6
OCC1CN1C1CCCCC1 (stereo not given) | -26.5 | 16.5
CCOC(=O)[C@]12Cc3cc(N(C)C)ccc3[C@H]1N(Cc1ccccc1)C(=O)c1ccccc12 | -23.6 | 9.4
COC(=O)C(O)(c1ccc(N(C)S(=O)(=O)c2ccccc2)cc1)C(F)(F)F (stereo not given) | -11.7 | 5.3
CCOc1ccccc1N1C(=O)NC(=O)C(CCc2ccncc2)(CCc2ccncc2)C1=O | -0.5 | -8.1
C=CCn1c(O)c(C(C)=NC(C)c2ccccc2)c(=O)[nH]c1=O (stereo not given) | 14.9 | -2.5
O=C1CC23c4ccccc4N4C(=O)CC5OCC=C6CN1C2CC6C5C43 (stereo not given) | 4.1 | -4.8
Cc1ccc(-c2nc3ccc(C)cn3c2CC(=O)N(C)C)cc1 | 4.4 | 2.4
C[C@]12CCC3[C@@H](CC[C@@H]4C[C@H](O)CC[C@]34C)[C@@H]1CCC2=O (stereo not given in full) | -6.6 | -3.2
CCCN1CCC[C@@H](c2cccc(O)c2)C1 | -6.0 | 10.6
CCC(=NCCN1CCOCC1)c1c(O)n(C2CCCCC2)c(=O)[nH]c1=O | 12.6 | -8.3
NC1C2CN3CCN(C2)CC1(c1ccccc1)C3 (stereo not given) | -12.6 | 2.3
COc1cc(/C=C2/C(=O)NC(=O)N(c3ccc(C)cc3)C2=O)cc(OC)c1OC | 5.1 | -15.1
COc1ccc(CCNCc2cccc(C(F)(F)F)c2)cc1OC | -3.6 | 15.4
CC1=CC(=C2C(=O)NC(=O)NC2=O)C=C(C(F)(F)F)N1Cc1ccccc1 | 1.4 | -1.3
CCCN(CCC)C1Cc2cc(OC)c(OC)cc2C1 | -17.0 | 4.0
COc1ccc(C2SCC(=O)Nc3c2c(C)nn3-c2ccccc2)cc1 (stereo not given) | -218.2 | 4.1
O=C(Cc1ccccc1)N1CCN(Cc2ccccn2)CC1 | -5.9 | 14.9
COC(=O)C1=C(c2ccccc2OCc2ccccc2)C[C@@H]2CC[C@H]1N2C(=O)NCc1ccc(C(F)(F)F)cc1 | 19.8 | 2.2
CCCCCCn1c(O)c(C=Nc2c(C)n(C)n(-c3ccccc3)c2=O)c(=O)[nH]c1=O | 2.7 | -10.4
CCOC(=O)c1c(C)n(CC(O)CN2CCOCC2)c2cc(Br)c(OC)cc12 (stereo not given) | -0.4 | 1.3
CC(C)c1ccc(-n2c(O)c(/C=N/NC(=O)c3ccccc3O)c(=O)[nH]c2=S)cc1 | -6.2 | 14.6
CCN1CCN(c2nc([N+](=O)[O-])nn2C)CC1 | 6.0 | -1.8
Cc1nc(CCl)cc(=O)[nH]1 | 0.6 | 0.9
O=c1[nH]c(=O)n(CCc2ccccc2)c(O)c1/C=N/N1CCOCC1 | 10.9 | -9.7
CC12CCC(O)CC1CCC1C2CCC2(C)C(C3=CC(=O)OC3)C(O)CC12O (stereo not given) | 6.0 | 4.7
COc1ccc(Cl)cc1C(=O)C1CCCN(CCO)C1 (stereo not given) | 14.7 | 18.4
O=C1NC(=S)NC(=O)C1=Cc1cccn1-c1ccc(O)cc1 | -9.5 | 12.9
CCCOc1ccccc1OCC(=O)N1CCN(CC(=O)N2CCOCC2)CC1 | 2.3 | -8.4
CCC(=O)N1CC(=O)Nc2ccc(F)cc2C1c1ccccc1 (stereo not given) | -22.5 | -4.5
COc1cccc(O)c1CN1CCCC(C(=O)c2sccc2C)C1 (stereo not given) | -10.8 | 27.1
COc1ccc(/C=C/C(=O)c2c(O)n(CCC3=CCCCC3)c(=O)[nH]c2=O)cc1OC | -2.5 | 2.6
COCOC1CCC2C3CCC4=CC(=O)CCC4=C3C=CC12C (stereo not given) | 10.9 | 6.7
CCN(CC)CCNCC(=O)Nc1ccc(Cl)cc1C(=O)c1ccccc1 | -2.2 | -2.4
CCOC(=O)c1nc2ccccc2c(=O)n1-c1cccc(C)c1 | -23.7 | 2.0
Cc1ncc(CN2CCCC(C(=O)c3cccc(Cl)c3)C2)s1 (stereo not given) | 6.5 | 2.2
C(=N\NC1=NCCCCC1)/c1c[nH]c2ccccc12 | 12.1 | 4.0
O=C1CN(C(=O)CN2CCCCC2)C(c2ccccc2)c2cc(Br)ccc2N1 (stereo not given) | 11.9 | 5.7
c1cncc(CNCCc2c[nH]c3ccccc23)c1 | -8.8 | 2.2
Clc1ccccc1Nc1ncnc(-n2cccc2)n1 | -4.8 | 3.6
CCC(=O)Nc1ccc(Cl)c(Cl)c1 | -21.9 | 3.1

Record cards, as listed above. Values in the order: TAG inh	TAG inh DAPI viability
O=C(N/N=C1/CN2CCC1CC2)c1cccc(O)c1 is listed as 2.8	-0.6
COc1cc(/C=C2/C(=O)NC(=O)N(c3ccc(C)cc3)C2=O)cc(OC)c1OC is listed as 5.1	-15.1
COC(=O)C1=C(c2ccccc2OCc2ccccc2)C[C@@H]2CC[C@H]1N2C(=O)NCc1ccc(C(F)(F)F)cc1 is listed as 19.8	2.2
c1cc2c(cc1[C@H]1OC[C@H]3[C@@H]1CO[C@H]3c1ccc3c(c1)OCO3)OCO2 is listed as 5.0	-2.5
CN=C1CN(O)C(c2ccccc2)c2cc(Cl)ccc2N1 (stereo not given) is listed as 0.6	5.3

New compounds follow
SMILES | TAG inh | TAG inh DAPI viability
CC(=O)O[C@H]1[C@H]2O[C@]23[C@@H]2CC[C@]4(O)C[C@@H](O)CC[C@]4(C)C2CC[C@]3(C)[C@H]1c1ccc(=O)oc1 (stereo not given in full) | 1.5 | -0.4
C=CCn1c(O)c(C(CC)=Nc2cc(OC)ccc2OC)c(=O)[nH]c1=O | 13.0 | -12.8
C=C(C=O)CC1CC(O)[C@]2(C)OC3CC4OC5C[C@]6(C)O[C@]7(C)CCC8OC9C[C@]%10(C)OC%11C(C)=CC(=O)OC%11CC%10OC9C[C@@H](C)C8OC7CC6O[C@]5(C)CC5OC5C4OC3CC2O1 (stereo not given in full) | 118.1 | -57.7
COc1ccc(CCNC(=O)c2c(N)n(CCN3CCOCC3)c3nc4ccccc4nc23)cc1 | 10.2 | 37.3
O=[N+]([O-])[N-][n+]1cnn(Cc2ccccc2)c1 | -6.6 | 8.1
CC(C)c1ccc(N2C(=O)NC(=O)/C(=C\c3cnc(-c4ccccc4)nc3)C2=O)cc1 | -9.8 | 3.4
CCCC(=O)OCC[N+](C)(C)C | 11.2 | 1.4
COC(=O)C1=C(C(=O)OC)SC2(S1)C(C(=O)OC)=C(C(=O)OC)Sc1c2ssc1=O | 126.9 | -76.6
CN(C)c1ccc(/C=C/C=C/c2sc3ccccc3[n+]2C)cc1 | -1.9 | -24.2
Cc1cc(NC(=O)CCl)nn1C | 13.7 | -7.2
CC(C)(C)C(=O)O[C@H]1CC[C@@]2(C)C(=CC(=O)C3C2CC[C@]2(C)C(=O)CCC32)C1 (stereo not given in full) | 0.0 | -6.4
CCCCN1C(=O)/C(=C/c2ccc(N(C)C)cc2)C(=O)N(Cc2ccco2)C1=O | -20.2 | 5.3

An excerpt; the hit share may differ from the screen's.
